KCNK9 inh: human KCNK9 channel inhibition | HEK293 KCNK9, FluxOR thallium flux fluorescence; stronger effect = lower value | B-score at 10 µM | Q9NPC2 | 310,000 tested, 1.2% active;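 active means ratio B-score over 3 SD below the library mean, with starting fluorescence within 5 SD of its mean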;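 further: negative B-score means less thallium flux so channel inhibition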
TMEM16A inh: blocks the mouse calcium-activated chloride channel TMEM16A. Q8BHY3. HEK293 TMEM16A/YFP iodide influx fluorescence, ionomycin. normalized B-score (activity score, 25-100; higher = stronger inhibition) at 10 µM. 310,000 tested, 1.2% active;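 active means ratio plate-corrected score three or more library SD toward inhibition, starting fluorescence score within five deviations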;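 further: score derived from kinetic fluorescence span divided by baseline fluorescence per well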
Target sequence (Q8BHY3 whole entry, looked up): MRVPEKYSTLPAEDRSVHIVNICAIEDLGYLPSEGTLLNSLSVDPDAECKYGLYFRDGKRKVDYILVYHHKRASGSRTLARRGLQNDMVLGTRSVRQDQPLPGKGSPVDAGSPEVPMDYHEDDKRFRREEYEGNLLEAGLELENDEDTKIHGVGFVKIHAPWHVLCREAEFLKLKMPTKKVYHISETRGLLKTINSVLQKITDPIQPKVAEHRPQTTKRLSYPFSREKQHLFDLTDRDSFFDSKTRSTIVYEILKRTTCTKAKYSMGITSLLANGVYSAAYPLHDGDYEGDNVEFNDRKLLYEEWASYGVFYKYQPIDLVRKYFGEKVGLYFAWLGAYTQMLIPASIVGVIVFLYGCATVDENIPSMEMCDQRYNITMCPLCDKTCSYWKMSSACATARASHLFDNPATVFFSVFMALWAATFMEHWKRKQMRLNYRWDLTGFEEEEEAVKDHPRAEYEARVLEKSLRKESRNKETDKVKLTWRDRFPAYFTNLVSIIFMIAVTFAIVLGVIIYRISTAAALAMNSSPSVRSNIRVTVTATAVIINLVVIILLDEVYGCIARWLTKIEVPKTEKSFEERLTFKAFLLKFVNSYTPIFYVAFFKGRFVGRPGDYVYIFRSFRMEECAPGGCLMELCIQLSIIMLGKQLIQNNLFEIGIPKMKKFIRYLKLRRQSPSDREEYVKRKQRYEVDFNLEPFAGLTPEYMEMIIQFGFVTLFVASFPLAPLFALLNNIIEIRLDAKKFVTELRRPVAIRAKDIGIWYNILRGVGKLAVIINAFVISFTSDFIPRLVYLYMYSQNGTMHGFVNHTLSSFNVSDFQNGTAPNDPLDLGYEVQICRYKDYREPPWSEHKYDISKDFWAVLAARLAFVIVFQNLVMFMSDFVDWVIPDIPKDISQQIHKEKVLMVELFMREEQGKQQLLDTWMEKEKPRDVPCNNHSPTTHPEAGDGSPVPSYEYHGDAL
KCNQ1 pot: human KCNQ1 channel potentiation or activation | P51787 | CHO-K1 KCNQ1, thallium flux FluxOR fluorescence; stronger effect = higher value | B-score at 10 µM | 310,000 tested, 0.35% active;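 active means fluorescence ratio B-score, a plate-corrected score, at least three library SD, with initial intensity B-score within 5 SD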
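System: Stable KCNQ1 CHO-K1 line | Incubation: 90 min dye loading and 20 min compound exposure, both at room temperature | Measure: Ratio B score | Medium: Assay buffer for compound exposure, DMSO matched across wells | Compound dosing: Single-concentration screen | Probe or stimulus: K+/Tl+ depolarizing stimulus | Measured by: Kinetic FluxOR fluorescence, 10 s baseline plus 110 s post-stimulus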
KCNQ1 block: inhibitors of human KCNQ1 potassium channel. P51787. AID 2642. CHO-K1 KCNQ1, FluxOR thallium flux fluorescence; stronger effect = higher value. B-score at 10 µM. 310,000 tested, 1.3% active;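 active means compounds whose thallium flux B-score, printed positive for inhibition, exceeds three library SD while starting fluorescence stays within three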;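 further: channel opened by potassium depolarization with thallium stimulus after 20 min compound exposure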
RGS4 act: potentiators or activators of RGS4; HEK293 M3R/inducible RGS4, carbachol calcium flux Fluo4; stronger effect = lower value; B-score at 10 µM; 310,000 tested, 0.92% active;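 active means B-score of the integrated calcium signal more than 4 SD below the library mean, with starting fluorescence not abnormally high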;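 further: negative B-score means reduced calcium response which marks RGS4 activation or potentiation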
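test system = HEK293 cells with stable M3R and inducible RGS4 | schedule = recording 10 s baseline at 1 Hz, 100 s post-agonist | technique = Fluo4-AM (2 µM) calcium-flux fluorescence, kinetic read | measure = Agonist-evoked peak-minus-minimum fluorescence over baseline, integrated ratio, B score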
hERG protect: hERG (human) protection from proarrhythmic block | CHO-hERG, FluxOR thallium flux, dofetilide IC70 present | activation (rescue from dofetilide block), less the hit threshold, % at 10 µM | 310,000 tested, 0.51% active;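 active means activation above the mean of controls blocked by dofetilide plus 5 SD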;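 further: thallium influx through hERG after potassium depolarization seen as dye fluorescence rise; in these data hits start at about 4.7%; inactives centre near -7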
SKKanGAS inh: SKKanGAS growth inhibition | S. pyogenes SKKanGAS, kanamycin growth, BacTiter-Glo, 6 h | inhibition, % at 7.5 µM | AID 1662 | 300,000 tested, 1.3% active;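 active means mean replicate score, as percent of positive control median, at least 50; inconclusive means mean below 50 but one replicate at or above 50; inactive means mean and every replicate below 50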;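 further: strain carries kanamycin resistance gene driven by streptokinase promoter and grows in 40 µg/ml kanamycin; loss of luminescence reflects streptokinase promoter inhibition or plain growth inhibition; 0% = median of DMSO wells and 100% = positive control at its reference dose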
HDAC3 inhib: human HDAC3 inhibition | 320,000 tested, 0.15% active | O15379 | inhibition, % at 8.3 µM | recombinant HDAC3, fluorogenic peptide/trypsin coupled, fluorescence; in the data active means inhibition above about 26%, passing the limit was not always enough; inconclusive means no clear call, values can overlap the other calls
ANO1 activ: mouse TMEM16A channel activation, primary screen; 340,000 tested, 0.3% active; HEK293 TMEM16A/YFP-H148Q/I152L, iodide quench fluorescence; stronger effect = lower value; Q8BHY3; B-score at 10 µM;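 active means fluorescence-ratio B-score plate-corrected deviation score at least 3 library SD below zero, with starting fluorescence score within 5 deviations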;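 further: channel opened by trigger with iodide after compound preincubation; score built on the fluorescence ratio of max minus min over baseline; more negative score means more quench and so TMEM16A activation or potentiation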
RGS4 block: inhibitors of human RGS4; HEK293 M3R/RGS4 inducible, Fluo-4 calcium flux; stronger effect = higher value; triggered by carbachol at its EC20; P49798; B-score at 10 µM; 310,000 tested, 0.45% active; AID 463165;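 active means B-score, a plate-corrected calcium signal, over three deviations above library mean, with baseline fluorescence within five deviations of library mean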;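 further: RGS4 expression induced by doxycycline in cells with stable M3 receptor; B-score is computed from the integrated fluorescence ratio over baseline after carbachol; higher B-score means a larger calcium signal and so more RGS4 inhibition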
KCNK3 block: human KCNK3 channel inhibition, primary screen; O14649; B-score at 10 µM; 340,000 tested, 0.84% active; CHO-KCNK3 thallium flux, FluxOR fluorescence; stronger effect = lower value;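 active means B-score under library mean minus 4 SD, starting fluorescence ratio at most library mean plus 5 SD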;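 further: more negative B-score means stronger inhibition of thallium flux through KCNK3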
* hit, by the source's call; i = inactive; ? = inconclusive; . = not tested or not shown.

SMILES	KCNK9 inh	TMEM16A inh	KCNQ1 pot	KCNQ1 block	RGS4 act	hERG protect	SKKanGAS inh	HDAC3 inhib	ANO1 activ	RGS4 block	KCNK3 block
COc1ccc(-c2cc(C)nc3nc(N)nn23)cc1	i	i	i	i	i	-6	0	-27	i	i	i
O=C(NC1CC2CCC1C2)c1ccc(CN2CCOCC2)cc1 (stereo not given)	i	i	i	i	i	-5	-1	-11	i	i	i
CC1(C)CC(=O)C=C(Nc2cccc(Cl)c2Cl)C1	i	i	i	i	i	-5	4	2	i	i	i
Cc1cccc(C)c1OCc1cc(C(=O)N2CCN(c3ccccc3)CC2C)no1 (stereo not given)	i	i	i	8*	i	-14	47	3	i	i	i
NC(=O)COC(=O)c1cc(Cl)cc(Cl)c1N	i	i	i	i	i	-5	2	-36	i	i	i
CC1=C(C(=O)OC(C)C)C(c2ccc(Br)s2)NC(=O)N1 (stereo not given)	i	i	i	i	i	-5	-14	3	i	i	i
C=C(C)CNC(=S)NNC(=O)c1ccco1	i	i	i	i	i	2	6	4	i	i	i
COc1cccc(C(c2nnnn2CCc2ccccc2)N2CCN(c3ccccc3)CC2)c1OC (stereo not given)	i	i	i	i	i	-6	11	1	i	i	i
COc1ccccc1-c1nnc(SCC(=O)Nc2c(Cl)cccc2Cl)o1	i	i	i	i	i	-11	0	15	i	i	i
CN(Cc1cccs1)C(=O)CNC(=O)c1ccco1	i	i	i	i	i	-5	-1	-1	i	i	i
Cc1cccc(OCC(=O)Nc2ccc3c(c2)OCO3)c1C	i	i	i	i	i	-2	4	7	i	i	i
COc1cc2c(cc1N/C=C(\C#N)c1nc(-c3ccc(F)cc3)cs1)oc1ccccc12	i	i	i	i	i	-8	-7	3	i	i	i
CC(=C/c1ccco1)/C=N/N1CCN(c2ccccc2)CC1	i	i	i	i	i	-5	-3	2	i	i	i
COc1ccc2cc3cc(C(=O)Nc4ccccc4N4CCN(C)CC4)oc3nc2c1	i	i	i	i	-8.9*	-14	3	0	i	i	i
COC(=O)c1cc(NS(=O)(=O)c2ccc(NCc3cccnc3)c(N)c2)cc(C(=O)OC)c1	i	i	i	i	i	-5	0	4	i	i	i
Cc1ccc(C2C(C(=O)c3ccco3)=C(O)C(=O)N2c2ncccn2)cc1 (stereo not given)	i	i	i	i	i	2	-1	4	i	i	i
COc1ccc(NC(=O)Cn2c(=O)n(CC3CCCO3)c(=O)c3ccccc32)c(OC)c1 (stereo not given)	i	i	i	i	i	-8	-1	4	i	i	i
CC(C)CCn1c(SC(C)C(=O)NC2CC2)nc2ccccc2c1=O (stereo not given)	i	i	i	i	i	-14	2	-3	i	i	i
COc1cccc(-c2cc(=O)c3cc(NC(=O)c4ccc(Cl)cc4)ccc3[nH]2)c1	i	i	i	i	i	-8	1	8	i	i	i
Cc1ccc(S(=O)(=O)/N=C(/Nc2ccc([N+](=O)[O-])cc2)c2ccccc2)cc1	i	i	i	i	i	-9	4	-2	i	i	i
Cc1ccc(Sc2ncccc2C(=O)NCC(c2ccc(F)cc2)N2CCOCC2)c(C)c1 (stereo not given)	i	i	i	i	i	-14	-2	5	i	i	i
O=S(=O)(Nc1ccc(O)c(Sc2nc3ccccc3s2)c1)c1cccc2ccccc12	i	i	i	i	i	-11	81*	12	i	i	i
CC(C)(C)NC(=S)N/N=C\c1ccc(-c2ccc([N+](=O)[O-])cc2)o1	i	i	i	i	i	-12	3	5	i	i	i
CCCC(=O)Nc1ccc(C(=O)N2CCCC2)cc1	i	i	i	i	i	-14	-5	.	i	i	i
CCC(=O)c1cn(CC(=O)NCc2ccco2)c2ccccc12	i	i	i	i	i	-2	-1	10	i	i	i
O=C(C1=C[C@H](c2ccc(C(F)(F)F)cc2)C[C@H](OCc2ccc(CO)cc2)O1)N1CCCCCCC1	i	i	i	i	i	-11	19	?	i	i	i
Cc1nnc(SCc2cccc3ccccc23)n(N)c1=O	i	i	i	i	i	-6	-3	-2	i	i	i
CC(NC(=O)c1c(O)c2ccccc2[nH]c1=O)c1ccccc1 (stereo not given)	i	i	i	i	i	-5	-6	-1	i	i	i
COc1ccc(-c2csc(N(C)C(=O)c3cccs3)n2)cc1	i	i	i	i	i	-9	-5	-3	i	i	i
Cc1cccc(Oc2ccccc2N)c1	i	i	i	i	i	-10	3	-3	i	i	i
CN(C)c1ccc(NC(=O)c2ccncc2)c2ccccc12	i	i	i	i	i	-9	-12	-1	i	i	i
COc1ccc(NC(=O)NCCCN2CCCC2=O)c(OC)c1	i	i	i	i	i	-8	6	-1	i	i	i
CCc1cc2c(nc1CC)CCN(CC/C(C)=N/OC[C@H]1O[C@H](c3ccccc3)C=C[C@@H]1Oc1ccc(OC)cc1)C2	i	.	i	i	i	-13	3	.	.	i	.
COc1cccc(CNC(=O)c2ccccc2C(=O)NC(C)(C)C(=O)NCc2cccc(OC)c2)c1	i	i	i	i	i	-4	1	4	i	i	i
COc1ccc(C2=NNC(c3ccco3)=Nc3ccc(F)cc32)cc1	i	i	i	i	i	-17	3	10	i	i	i
COc1ccc(OCC(=O)N2CCN(C(=O)c3cccc(F)c3)CC2)cc1	i	i	i	i	i	-10	-1	-2	i	i	i
COc1ccc(C(=O)NNC(=O)c2ccccn2)cc1	i	i	i	i	i	-11	4	-3	i	i	i
CCCCOC(=O)Nc1ccc(N2CCOCC2)cc1	i	i	i	i	i	-15	1	16	i	i	i
O=C1Nc2cc(Cl)c(Cl)cc2N(O)N1c1ccccc1Cl	i	i	i	i	i	-11	6	0	i	i	i
Cc1ccc2nc(N(CCCN(C)C)C(=O)c3ccc4c(c3)CCCC4)sc2c1	i	i	i	i	i	-18	8	6	i	i	i
COc1cc(NC(=O)CCN2CCN(Cc3ccccc3)CC2)cc(OC)c1	i	i	i	i	i	-10	-1	1	i	i	i
COC(=O)c1cc(C#N)c(SCc2ccccc2)nc1C	i	i	i	i	i	-9	24	2	i	i	i
Cc1cccnc1NC(=O)Nc1cccc(C(F)(F)F)c1	i	i	i	i	i	-15	2	-4	i	i	i
Cn1c(CNC(=O)c2ccco2)nnc1SCC(=O)Nc1cccc(F)c1	i	i	i	i	i	-9	-5	-2	i	i	i
O=C(COc1ccc(Cl)cc1)Nc1ccccc1N1CCOCC1	i	.	i	i	i	-9	-1	.	.	i	.
Clc1nc(-c2ccccc2)ncc1Oc1ccccc1	i	i	i	i	i	-8	-11	-3	i	i	i
COc1ccc(N2C(=O)C3CCCN3C2c2ccccc2F)cc1 (stereo not given)	i	i	i	i	i	-4	-3	-1	i	i	i
CCS(=O)(=O)N1CCN(c2ccccn2)CC1	i	i	i	i	i	-10	-1	-9	i	i	i
c1cc2c(cc1-c1cnc3n1CCC3)OCCO2	i	i	i	i	i	0	5	-1	i	i	i
CN(C)C(=O)COC(=O)c1ccccc1OCC(=O)Nc1ccc(SC(F)F)cc1	i	i	i	i	i	-7	-6	-3	i	i	i
CCn1cc(C(=O)N2CCN(c3ccc(F)cc3)CC2)c2cc(OC)c(OC)cc2c1=O	i	i	i	i	i	-10	5	16	i	i	i
O=C1C2C3c4ccccc4C(c4ccccc43)C2C(=O)N1Cc1cccnc1 (stereo not given)	i	i	i	i	i	-7	-3	-11	i	i	i
COc1ccc(NC(=O)c2ccc(COc3ccc(C)cc3)o2)cc1	i	i	i	i	i	-5	-12	3	i	i	i
CC(=O)NC12CC3CC(CC(CC(=O)O)(C3)C1)C2	i	i	i	i	i	-4	5	-8	i	i	i
CCOC(=O)Cc1c(Sc2ccccc2)c2cc(C)ccc2n1C	i	i	i	i	i	-1	-16	3	i	i	i
COc1ccc(C=Nc2cccc3c(=O)[nH][nH]c(=O)c23)c2ccccc12	i	i	i	i	i	-5	10	0	i	i	i
Cc1nnc(SCC(=O)Nc2cccc(C(F)(F)F)c2)n1Cc1ccco1	i	i	i	i	i	-6	1	9	i	i	i
Cc1ccccc1C(=O)NNC(=O)/C=C/c1ccccc1	i	i	i	i	i	-5	-3	-11	i	i	i
CCOC(=O)CNC(=O)N1CCCC(C(=O)c2cccc(Cl)c2)C1 (stereo not given)	i	i	i	i	i	-8	4	-1	i	i	i
CCc1ccc2nc(N(CCCN(C)C)C(=O)c3ccc(S(=O)(=O)N(C)C4CCCCC4)cc3)sc2c1	i	i	i	i	i	-19	5	.	i	i	i

Further records follow:
SMILES	KCNK9 inh	TMEM16A inh	KCNQ1 pot	KCNQ1 block	RGS4 act	hERG protect	SKKanGAS inh	HDAC3 inhib	ANO1 activ	RGS4 block	KCNK3 block
Cc1nn(CC(=O)NC(=O)NC2CCCC(C)C2C)c(=O)c(C#N)c1C (stereo not given)	i	i	i	i	i	-10	1	3	i	i	i
CC1CN(c2cnn(C(C)C)c(=O)c2Cl)CC(C)O1 (stereo not given)	i	i	i	i	i	1	-1	3	i	i	i
CC(C)CCn1nnnc1CN1CCN(c2ccc(F)cc2)CC1	i	i	i	i	i	-5	-15	5	i	i	i
O=C(O)c1ccc(CN2C(=O)c3ccc(C(=O)O)cc3C2=O)cc1	i	i	i	i	i	-4	-1	0	i	i	i
COc1ccc(C(=O)NNC(=O)CN2CCC(n3nnc4cc(C)ccc43)CC2)cc1	i	i	i	i	i	1	-3	2	i	i	i
Cc1c(C(=O)N2CCN(c3ccc(F)cc3)CC2)sc2nc3n(c(=O)c12)CCC3	i	i	i	i	i	-14	3	9	i	i	i
N#CC1=C(N)NC(SCC(=O)c2ccc(Br)cc2)=C(C#N)C12CCCCC2	i	100*	i	12*	i	-26	14	?	i	i	i
CC(C)OC(=O)C1C(=O)CC(C)(O)C(C(=O)OC(C)C)C1c1cccnc1 (stereo not given)	i	i	i	i	i	-3	10	0	i	i	i
C=CCOC(=O)C1=C[C@H](c2cn(C(C)=O)c3ccccc23)[C@@H](CCCO)[C@H](OCC)O1	i	i	i	i	i	-1	-2	5	i	i	i
COc1ccc(/C=N/OC/C(O)=C(\C#N)c2nc3ccccc3[nH]2)cc1OC	i	i	i	i	i	-1	4	-4	i	i	i
CN1CCN(CCCNC(=S)Nc2ccc(F)c(Cl)c2)CC1	i	i	i	i	i	-13	-2	0	i	i	i
